Screening data deposited in PubChem BioAssay by several laboratories.
TNAP inh hi DEA – blocks human TNAP under high phosphate acceptor concentration; P05186; purified TNAP, CDP-star luminescence, 1 M DEA; inhibition, % at 20 µM; 0.03% of 200,000 active; AID 1135;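 active = over 50% inhibition of tissue-nonspecific alkaline phosphatase at 20 µM in the single-dose screen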;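 also: plate controls were DMSO wells for no effect and EDTA-quenched wells as full inhibition for full effect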
Target sequence (P05186 whole entry, looked up): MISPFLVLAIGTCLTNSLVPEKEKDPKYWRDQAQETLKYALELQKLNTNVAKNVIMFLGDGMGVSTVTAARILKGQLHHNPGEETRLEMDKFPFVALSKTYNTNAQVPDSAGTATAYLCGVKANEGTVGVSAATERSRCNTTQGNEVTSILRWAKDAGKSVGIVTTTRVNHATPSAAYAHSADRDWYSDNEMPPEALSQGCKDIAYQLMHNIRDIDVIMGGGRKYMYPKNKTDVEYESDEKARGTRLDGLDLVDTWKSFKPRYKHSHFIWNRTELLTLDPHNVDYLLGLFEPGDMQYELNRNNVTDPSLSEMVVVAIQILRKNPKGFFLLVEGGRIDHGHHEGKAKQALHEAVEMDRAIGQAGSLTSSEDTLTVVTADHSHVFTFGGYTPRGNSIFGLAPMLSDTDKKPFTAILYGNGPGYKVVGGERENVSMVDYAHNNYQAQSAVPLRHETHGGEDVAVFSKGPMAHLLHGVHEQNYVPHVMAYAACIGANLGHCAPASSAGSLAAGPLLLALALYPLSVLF
FLuc act counter – affects firefly luciferase, flagging false hits in luciferase stimulation screens | ATPlite luciferase biochemical, luminescence, 10 min; 0 = ATP-free wells, 1 = DMSO control | 200,000 tested, under 10 active | activation factor at 10 µM | P08659;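 active = luciferase activation factor, scaled between plate controls, of at least 2 with compound at 10 µM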
Target sequence (P08659 whole entry, looked up): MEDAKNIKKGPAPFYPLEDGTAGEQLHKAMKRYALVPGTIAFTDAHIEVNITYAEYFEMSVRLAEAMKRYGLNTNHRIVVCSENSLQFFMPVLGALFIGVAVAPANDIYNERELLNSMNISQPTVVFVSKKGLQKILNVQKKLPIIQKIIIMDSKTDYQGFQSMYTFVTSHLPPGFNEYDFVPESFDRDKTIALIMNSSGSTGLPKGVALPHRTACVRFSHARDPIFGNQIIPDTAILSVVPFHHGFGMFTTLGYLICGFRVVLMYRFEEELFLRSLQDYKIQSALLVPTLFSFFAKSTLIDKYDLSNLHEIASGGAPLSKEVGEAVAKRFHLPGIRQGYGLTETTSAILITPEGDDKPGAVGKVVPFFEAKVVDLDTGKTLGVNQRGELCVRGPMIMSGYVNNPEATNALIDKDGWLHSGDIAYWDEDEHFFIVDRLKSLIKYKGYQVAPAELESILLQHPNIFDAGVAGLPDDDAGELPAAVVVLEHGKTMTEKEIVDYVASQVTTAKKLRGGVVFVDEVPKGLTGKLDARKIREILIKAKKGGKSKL
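Material: luciferase plus luciferin reagent, cell-free. Medium: PBS buffer for ATP. Also added: ATP substrate, dispensed from a 10.24 µM working solution in PBS. Doses: test compounds dosed from 2 mM stocks in 100% DMSO. Incubation: 10 min post-reagent at room temperature. Technique: light output (luminescence). Read-out basis: luminescence gain marking luciferase activators.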
TNAP act hiacc – TNAP (human) activation, high acceptor | activation factor at 20 µM | 200,000 tested, under 10 active | AID 1136 | purified TNAP, CDP-star luminescence, 1 M DEA, 30 min; stronger effect = higher value; 0 = EDTA background, 1 = DMSO-only activity | P05186;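 active = activation factor at least 2 at 20 µM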
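Assay system: human TNAP; Input: enzyme diluted 1/800 final; Reagent: CDP-star luminogenic substrate at 100 µM final; Timing: 30 min, room temperature; Signal: luminescence; Evaluation: TNAP activation factor scaled between EDTA and DMSO control wells.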
TNAP inh no acc – inhibitors of human TNAP without phosphate acceptor; AID 1012; 0.26% of 200,000 active; inhibition, % at 20 µM; purified TNAP, CDP-star luminescence, 30 min;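 active = tissue-nonspecific alkaline phosphatase inhibition above about 50% at 20 µM in the single-dose screen, limit read from the data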;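 also: 0% = DMSO negative control and 100% = EDTA positive control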
FLuc inh counter – Photinus pyralis luciferase inhibition counter-screen; P08659; ATPLite firefly luciferase biochemical luminescence, 10 min; inhibition, % at 10 µM; 1.5% of 200,000 active;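 active = inhibition above about 50% when tested at 10 µM, limit read from the data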
APP 5UTR inh – APP translation inhibition. SH-SY5Y APP 5'UTR-luciferase reporter, luminescence. inhibition, % at 2 µM. 0.82% of 190,000 active. AID 1285;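 active = inhibition above a set limit, derived from the sample mean plus 3 SD, cut at about 45% in these data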; also: values of inactives mirror those of a sister screen read the other way
RAM inhibit – inhibitors of the yeast RAM network | 1.8% of 190,000 active | AID 868 | inhibition, % at 50 µM | S. cerevisiae dse1pr::URA3 reporter, 5-FOA growth OD615, 2 d; analog-sensitive cbk1-as2 kinase mutant strain;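 active = inhibition above a set limit, 3 SD over mean compound inhibition, cut at about 8.4% in these data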;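 also: 0% = DMSO-only wells with no growth and 100% = 10 µM 1-NA-PP1 full growth; inhibition rescues growth on 5-FOA so higher OD means more RAM inhibition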
bIAP activator – intestinal alkaline phosphatase (bovine) activation. purified bovine IAP, CDP-star luminescence, 30 min; stronger effect = higher value; fold of DMSO-control signal, blank-subtracted. AID 1016. 0.17% of 200,000 active. activation factor at 20 µM;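 active = activation factor of 2 or more at 20 µM, a signal rise over negative controls twice the positive control's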
bIAP inhibitor – blocks bovine intestinal alkaline phosphatase activity; 190,000 tested, under 10 active; purified bovine IAP, CDP-star luminescence, 30 min; inhibition, % at 20 µM; AID 1019;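 active = over 50% inhibition of intestinal alkaline phosphatase at 20 µM in the single-dose screen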
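test system = bovine IAP enzyme | medium = DEA buffer 100 mM, pH 9.8, with MgCl2 1.0 mM, ZnCl2 0.02 mM | detection = luminescence | dosing = single compound dose of 20 µM, 2% DMSO final | incubation = 30 min reaction at room temperature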
Lmaj promast – Leishmania major promastigote growth inhibition | Leishmania major promastigotes, resazurin fluorescence viability | inhibition, % at 10 µM | AID 1063 | 9% of 200,000 active; in the data active = inhibition above about 50%;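 also: promastigotes grown with compound for 44 hours at 28 °C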
* hit, by the source's call.

The opening two compounds as a preview:
The line under a structure holds: APP 5UTR inh	Lmaj promast	RAM inhibit	bIAP activator	FLuc inh counter	bIAP inhibitor	TNAP inh no acc	TNAP act hiacc	TNAP inh hi DEA	FLuc act counter
Cc1csc2nc(CNS(=O)(=O)c3ccc(-c4ccccc4)cc3)cn12
→ -10.3	-4.7	0.2	0.9	-2.6	10.9	-2.5	1	-1.9	1
CCOC(=O)c1cc(-c2ccccc2)n(CC(=O)N2CCCC2)c1C
→ -3.4	5.2	-0.6	1.1	-3.9	-6.5	-9.9	1	-4.5	1

This part in full, previewed entries included:
The line under a structure holds: APP 5UTR inh	Lmaj promast	RAM inhibit	bIAP activator	FLuc inh counter	bIAP inhibitor	TNAP inh no acc	TNAP act hiacc	TNAP inh hi DEA	FLuc act counter
Cc1csc2nc(CNS(=O)(=O)c3ccc(-c4ccccc4)cc3)cn12
→ -10.3	-4.7	0.2	0.9	-2.6	10.9	-2.5	1	-1.9	1
CCOC(=O)c1cc(-c2ccccc2)n(CC(=O)N2CCCC2)c1C
→ -3.4	5.2	-0.6	1.1	-3.9	-6.5	-9.9	1	-4.5	1
CC1CC2(NC(=O)NC2=O)C(C)CN1C (stereo not given)
→ -4.2	-3.6	0.4	1	-6.5	-0.3	8.2	1	3.0	1.1
COc1cc(SC)ccc1C(=O)N1CCCCCC1
→ -1.2	-5.1	0.7	0.6	0.2	36.3	-6.5	1	-1.7	1
CN1CCCc2cc(C=O)ccc21
→ 20.3	2.5	0.6	1	2.8	-1.1	-3.7	1	0.5	1
Cc1ccc(OCC(=O)N2CCCCC2)c(Br)c1
→ -7.0	0.1	1.3	1	0.5	4.9	-10.7	1	-3.2	1
CCOC(=O)c1ccccc1NC(=S)N1CCC(C)CC1
→ -0.1	-5.1	0.4	0.8	-6.5	17.0	-11.9	1	-4.2	1.1
CC(=O)Nc1ccccc1C(=O)N1CC(C)OC(C)C1 (stereo not given)
→ 6.8	-5.7	0.9	0.9	-7.2	8.7	-11.1	1.1	-6.6	1.1
CC(C)C1=NN2C(=N)CC(=O)N=C2S1
→ -4.5	-3.0	-0.5	0.9	-0.4	8.1	-4.6	1	2.1	1
CCc1nnc(NC(=O)c2cccc(S(=O)(=O)N3CCN(c4ccccc4)CC3)c2)s1
→ 10.2	-7.6	6.0	1	-7.0	0.8	-12.4	1.1	-9.1	1.1
COc1cc(/C=C(/C#N)c2nc3ccccc3[nH]2)ccc1OCC(=O)Nc1ccccc1C(C)C
→ 4.8	39.9	3.3	1	0.1	0.2	1.6	1	3.6	1
CC(=O)N1CCCc2cc(S(=O)(=O)NC(C(=O)NCc3ccc(C)cc3)C(C)C)ccc21 (stereo not given)
→ 12.8	-5.2	0.6	1	-6.2	0.6	-18.4	1.1	-8.2	1.1
CC1CCN(S(=O)(=O)c2ccc3c(c2)CCN3C(=O)CCC(=O)O)CC1
→ 3.7	-7.8	0.5	1	-2.6	0.5	-8.5	1	-3.5	1
C=CCN=C1SCC(=O)N1S(=O)(=O)c1ccccc1
→ -5.3	2.8	1.5	1	-8.9	4.9	-0.3	1	-4.1	1.1
CCCNc1sc(S(=O)(=O)CCC)nc1S(=O)(=O)c1ccc(C)cc1
→ -4.4	-3.6	7.5	1	-3.6	0.3	-12.7	1	-3.0	1
Cc1cccc(-n2c(SCC(=O)N3CCCC3)nnc2-c2ccccn2)c1C
→ 10.5	0.0	2.8	1	-5.9	-2.0	-10.2	1	-3.6	1.1
CCCCCCc1ccc(-c2ncc(N)cn2)cc1
→ -69.6	-3.1	1.4	1	4.1	0.6	-1.8	1	-0.2	1
Cc1cccc(C(=O)N2CC3(C)CC2CC(C)(C)C3)c1 (stereo not given)
→ -5.9	4.6	-0.7	0.8	-0.4	15.7	-8.9	1	0.0	1
CCCCOC(=O)Nc1nc2ccccc2s1
→ -12.0	-3.1	3.3	0.9	26.2	7.7	-6.1	1	-1.6	0.7
CN(CC(=O)NC(=O)NCc1ccco1)Cc1nc2ccccc2c(=O)[nH]1
→ -4.6	-5.3	1.1	1.2	-4.2	-18.7	-164.6	1	-4.7	1
CCC(C)NS(=O)(=O)c1ccc(OCC(=O)N2CCCCC2)cc1 (stereo not given)
→ 6.4	0.6	1.9	1	-4.7	-3.1	-8.3	1.1	-10.0	1
COc1cccc(/C(O)=C2/C(=O)C(=O)N(c3ccccn3)C2c2ccc(OC)c(OC)c2)c1 (stereo not given)
→ -9.0	-4.8	5.6	1	-6.4	3.3	-1.7	1	-2.7	1.1
Cc1ccc(-c2nnn(CC(=O)N3CCCCC3)n2)c(-n2cnnn2)c1
→ 2.4	-2.5	0.1	1	-4.2	-4.9	3.0	1	0.8	1
Cc1onc(-c2ccccc2Cl)c1C(=O)NCc1ccc(S(N)(=O)=O)cc1
→ -1.2	-6.8	-0.4	0.9	-3.3	8.6	-12.1	1	-2.4	1
CCCCCCn1c(SCC(=O)OC)nc2c1c(=O)[nH]c(=O)n2C
→ 9.4	-7.7	0.2	0.9	1.0	8.5	-0.6	0.9	6.0	1
CC(C)N(c1ccccc1)c1ccc(NC(=O)COC(=O)CCN2C(=O)c3cccc([N+](=O)[O-])c3C2=O)cc1
→ 5.2	-10.6	6.7	1	-20.2	2.5	6.3	1	-4.1	1.2
CC(=O)Nc1ccc(CN2CCN(Cc3ccc(C)cc3)C(CCO)C2)cc1 (stereo not given)
→ -0.8	-2.6	0.4	1.1	-3.1	-7.2	2.8	1.1	-6.6	1
O=C(Cn1c(C2CC2)nc2ccccc2c1=O)Nc1ccc(Br)cc1
→ -2.5	-9.8	1.0	0.8	-3.3	19.0	-2.8	1	0.8	1
Cc1ccc2[nH]c(=O)c(CN(CCc3ccccc3)Cc3nnnn3CC3CCCO3)cc2c1 (stereo not given)
→ -23.2	25.4	0.6	0.9	-6.7	12.0	-5.4	1	-2.2	1.1
CCCCn1c(=O)c(C(=O)N/N=C/c2ccc(F)cc2)c(O)c2ccccc21
→ 23.0	23.6	1.9	0.9	5.5	12.9	12.8	1	-2.7	0.9
Cc1ccc(CNC(=O)CSc2nc3ccccc3c(=O)n2CCCO)cc1
→ -1.0	4.6	1.2	1	-6.4	1.5	-13.7	1	-1.9	1.1
Cc1ccc(SCc2nnc(N)s2)cc1
→ 8.8	-5.0	2.9	0.9	3.3	9.6	-10.4	1	-2.6	1
N#Cc1sc2nc(N3CCCCC3)c3c(c2c1N)CCCC3
→ 9.4	18.4	3.0	0.9	-9.2	5.8	-7.7	1.1	-5.0	1.1
O=C(COc1ccc(Cl)cc1)Nc1cnn(Cc2c(Cl)cccc2Cl)c1
→ -2.7	-4.3	2.7	0.9	-3.3	8.8	-7.6	1	-2.9	1
CC(=O)Nc1ccc2nc(NC(=O)COc3ccc(C)cc3)sc2c1
→ -17.4	-0.2	0.6	0.9	-1.7	8.2	-9.4	1	-0.4	1
O=C(CSc1ccc2nnc(-c3ccncc3)n2n1)NCC1CCCO1 (stereo not given)
→ -6.2	-2.6	2.1	1	-6.9	-3.2	-6.5	1	-3.2	1.1
C[C@]1(C(=O)NCc2cc(F)cc(C(F)(F)F)c2)C=C[C@@H](Cc2ccccc2)N1C(=O)c1ccccc1
→ -5.9	14.1	5.3	1.1	-6.3	-12.6	0.7	1	-2.9	1.1
O=C(NCCc1cccs1)C1CC(c2cccc([N+](=O)[O-])c2)=NO1 (stereo not given)
→ -6.0	-4.8	0.4	0.9	-0.9	6.2	-10.1	1	-3.5	1
CC(=O)Nc1ccc(O)c(-c2nc3ccccc3s2)c1
→ -26.6	-6.2	2.4	1	12.2	-2.9	-24.3	1	-3.2	0.9
CC(C)Oc1cccc(C(=O)NC(=S)Nc2ccc3c4c(cccc24)CC3)c1
→ -28.2	24.9	3.7	0.8	-7.0	19.5	-11.9	1	-1.5	1.1
CCc1ccc(/C=C\C(=O)N2CCc3ccccc3C2)cc1
→ 0.4	-4.8	2.5	1	24.5	1.8	1.0	1	-3.4	0.8
O=C(Nc1nnc(-c2ccco2)s1)c1ccccc1
→ -161.2	-11.2	1.8	1	48.5	-2.2	-5.2	1	-0.5	0.5
OC1CCCN(Cc2ccc3c(c2)Cc2ccccc2-3)C1 (stereo not given)
→ 0.0	72.8*	-0.2	1	1.0	1.2	-8.0	1	-2.5	1
Cc1cc(NC(=O)CS(=O)(=O)c2cn(Cc3ccccc3Cl)c3ccccc23)no1
→ -13.2	46.4	2.6	0.8	-5.0	16.3	-17.0	1	-4.0	1.1
O=C(/C=C/c1ccco1)NCCCN1CCOCC1
→ -13.3	-3.9	-0.2	1.3	-6.1	-29.5	-4.6	1	-2.3	1.1
CCn1cc(CNC(=O)c2cc(COc3ccc(F)cc3F)on2)cn1
→ -0.4	-6.2	-0.7	1	-5.5	-1.3	-12.8	1.1	-6.2	1.1
O=C(NCc1ccco1)c1cc(-c2ccc(F)cc2)on1
→ -45.3	-4.7	2.0	1.1	7.9	-7.3	-7.8	1	-4.3	0.9
COCCSc1ccccc1C(=O)Nc1ccc(Cl)cn1
→ 10.1	-0.5	0.0	0.8	-4.4	16.7	-20.6	1	1.6	1
Cc1c(NC(=S)NC(=O)c2sc3ccccc3c2Cl)cccc1C(=O)O
→ -186.2	-4.0	0.5	1.1	31.0	-9.5	3.3	0.9	5.1	0.7
Nc1nnc(SCCCC(=O)c2ccccc2)s1
→ -7.3	-1.1	1.1	1	-0.9	0.0	-12.2	1	-4.1	1
COCCCNc1ncnc2c1[nH]c1ccccc12
→ -17.2	-5.7	0.5	0.9	-3.0	8.1	-9.7	1	-1.6	1
CC(C)(C)NC(=O)NC(=O)COC(=O)c1ccc2c(c1)S(=O)(=O)N=C1CCCCCN12
→ -1.9	-2.0	0.1	1	-2.0	4.6	-0.5	1	2.6	1
Cc1ccn2cc(-c3cccc(NC(=O)C(C)C)c3)nc2c1
→ -40.7	7.1	-1.6	1	57.2*	2.0	-11.3	1.1	-9.1	0.4
COc1ccccc1CN1C(=O)[C@@H]2C(CCC(N)=O)NC3(C(=O)Nc4c3ccc(Cl)c4C)[C@@H]2C1=O (stereo not given in full)
→ -0.6	-1.7	1.4	0.9	-6.8	5.9	-14.8	1.1	-7.3	1.1
CCC(C)Nc1cc(C)nc2ncnn12 (stereo not given)
→ 2.0	-3.4	1.7	1	-3.9	-0.2	-14.6	1.1	-6.2	1
Cc1ccc(N(CC(=O)NC(C)(C)C)C(=O)CNC(=O)c2cccs2)cc1C
→ -3.4	0.0	2.9	0.9	-4.1	5.4	-13.0	1.1	-5.9	1
CC1(C)CC(=O)C=C(NCCN2CCN(C(=O)Nc3ccc(Cl)c(Cl)c3)CC2)C1
→ 10.6	-4.1	1.5	1.3	-8.2	-28.4	-7.1	1.1	-8.9	1.1
COc1cc(/C=N/N(C)c2ccccc2)cc(Cl)c1O
→ -28.7	-0.9	-1.6	0.9	3.2	6.5	-3.9	1	2.8	1
COC(=O)c1c(C)[nH]c(C(=O)/C=C/c2ccccc2)c1C
→ -120.6	4.8	4.3	0.7	58.2*	26.8	-2.9	1	-1.7	0.4
